Compound activity (PubChem BioAssay)
DAX1 inh-1 – DAX1 (NR0B1) inhibitors on StAR promoter, primary screen, cell-based, luminescence, SF-1 (NR5A1), full-length DAX-1. HEK293T StAR-luciferase reporter, SF-1/DAX-1 repression relief. inhibition, % at 6.8 µM. 1.1% of 370,000 active. AID 652010, 2013;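 active = inhibition above the mean over all tested compounds plus 3 SD, cut at about 3.6% in these data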;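 also: 0% = DAX-1 cells with DMSO and 100% = cells lacking DAX-1 with DMSO; higher inhibition means more luminescence from relief of DAX-1 repression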
FXN GAA850 act – FXN promoter activators, primary screen, cell-based, luciferase luminescence, HEK293 lucGAA850; 0.56% of 360,000 active; HEK293 lucGAA850 FXN promoter luciferase reporter, 24 h; percent of 10 µM SAHA response; AID 540364, 2011; activation, % at 6 µM;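 active = activation above the average of all compounds screened plus 3 SD, cutoff fixed separately per campaign, cut at about 7.5% in these data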;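 also: 0% = DMSO wells and 100% = 10 µM SAHA wells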
ADAM17 inh – ADAM17 inhibitors, primary screen, biochemical, QFRET. Disintegrin and metalloproteinase domain-containing protein 17 (Homo sapiens), P78536. recombinant ADAM17, EDANS/DABCYL FRET peptide cleavage. inhibition, % at 6.95 µM. 0.83% of 370,000 active. AID 720648, 2013;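 active = inhibition above the mean of compounds lying between control limits plus 3 SD, set per campaign, cut at about 8.5% in these data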;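 also: 0% = DMSO-only wells as the low control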
ADAM10 inh – human ADAM10 inhibitors, primary screen, biochemical, QFRET, HTS; 0.62% of 370,000 active; inhibition, % at 7 µM; recombinant ADAM10, EDANS/DABCYL FRET peptide cleavage, 3 h;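 active = inhibition above a per-campaign cutoff equal to the mean of compounds falling between control-based bounds plus 3 SD, cut at about 20% in these data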;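 also: 0% = DMSO wells while the 100% control is not disclosed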
ssDAF-12 act – S. stercoralis DAF-12 nuclear receptor activators, primary screen, cell-based, luminescence, HEK293, GRIP1 co-expression, lit1-tk-luc; HEK293 ssDAF-12/GRIP1 lit1-tk-luc reporter; % of 3 µM dafachronic acid response; activation, % at 6.8 µM; 1% of 370,000 active;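 active = activation above the mean over all tested compounds plus 3 SD, cut at about 0.9% in these data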;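 also: 0% = DMSO-only wells and 100% = 3 µM delta7-dafachronic acid wells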
hcDAF-12 act – H. contortus DAF-12 nuclear receptor activators, primary screen, cell-based, luminescence, HEK293, lit1-tk-luc reporter; activation, % at 6.8 µM; AID 652067, 2013; HEK293 hcDAF-12 lit1-tk-luc reporter; 0% DMSO, 100% Δ7-dafachronic acid; 1.4% of 370,000 active;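 active = activation above the mean of all tested compounds plus 3 SD, cut at about 5.5% in these data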;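 also: 100% = response to 3 µM Δ7-dafachronic acid high control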
hgDAF12 agonist – H. glycines DAF-12 receptor agonists, primary screen, cell-based, luminescence, HEK293, GAL4 fusion, UAS-luciferase | Nuclear hormone receptor DAF-12 (Heterodera glycines), GAL4 fusion | HEK293 GAL4-hgDAF12 UAS-luciferase reporter, agonist luminescence; normalized to butyrate control | activation, % at 6.8 µM | 1.8% of 370,000 active;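 active = activation above a cutoff set at the mean of all screened compounds plus 3 SD, cut at about 10% in these data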;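 also: 0% = DMSO wells and 100% = sodium butyrate wells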
SMARCA2 activ – SMARCA2 (BRM) function activators, primary screen, cell-based, luminescence, high throughput. 1% of 370,000 active. activation, % at 9.1 µM. MG213 cells, MMTV-luciferase reporter, dexamethasone, overnight; in the data active = activation above about 7.8%;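 also: 0% = vehicle wells and 100% = reference activator wells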
PG9 binder – binders of HIV-1 gp120 antibody PG9, primary screen, biochemical, TR-FRET; AID 624416, 2012; TR-FRET gp120-PG9 antibody binding; inhibition, % at 6.7 µM; HIV-1 gp120 / PG9 antibody interaction; 0.43% of 360,000 active; in the data active = inhibition above about 8.5%
NPR1 activator – GC-A stimulated cGMP production enhancers – HEK293 GC-A cells, cGMP TR-FRET, EC30 ANP, primary screen. 0% at EC30 ANP, 100% saturating ANP. activation, % at 10 µM. Atrial natriuretic peptide receptor 1 (Homo sapiens), P16066. 0.14% of 370,000 active; in the data active = activation above about 40%
Target sequence (P16066 whole entry, looked up): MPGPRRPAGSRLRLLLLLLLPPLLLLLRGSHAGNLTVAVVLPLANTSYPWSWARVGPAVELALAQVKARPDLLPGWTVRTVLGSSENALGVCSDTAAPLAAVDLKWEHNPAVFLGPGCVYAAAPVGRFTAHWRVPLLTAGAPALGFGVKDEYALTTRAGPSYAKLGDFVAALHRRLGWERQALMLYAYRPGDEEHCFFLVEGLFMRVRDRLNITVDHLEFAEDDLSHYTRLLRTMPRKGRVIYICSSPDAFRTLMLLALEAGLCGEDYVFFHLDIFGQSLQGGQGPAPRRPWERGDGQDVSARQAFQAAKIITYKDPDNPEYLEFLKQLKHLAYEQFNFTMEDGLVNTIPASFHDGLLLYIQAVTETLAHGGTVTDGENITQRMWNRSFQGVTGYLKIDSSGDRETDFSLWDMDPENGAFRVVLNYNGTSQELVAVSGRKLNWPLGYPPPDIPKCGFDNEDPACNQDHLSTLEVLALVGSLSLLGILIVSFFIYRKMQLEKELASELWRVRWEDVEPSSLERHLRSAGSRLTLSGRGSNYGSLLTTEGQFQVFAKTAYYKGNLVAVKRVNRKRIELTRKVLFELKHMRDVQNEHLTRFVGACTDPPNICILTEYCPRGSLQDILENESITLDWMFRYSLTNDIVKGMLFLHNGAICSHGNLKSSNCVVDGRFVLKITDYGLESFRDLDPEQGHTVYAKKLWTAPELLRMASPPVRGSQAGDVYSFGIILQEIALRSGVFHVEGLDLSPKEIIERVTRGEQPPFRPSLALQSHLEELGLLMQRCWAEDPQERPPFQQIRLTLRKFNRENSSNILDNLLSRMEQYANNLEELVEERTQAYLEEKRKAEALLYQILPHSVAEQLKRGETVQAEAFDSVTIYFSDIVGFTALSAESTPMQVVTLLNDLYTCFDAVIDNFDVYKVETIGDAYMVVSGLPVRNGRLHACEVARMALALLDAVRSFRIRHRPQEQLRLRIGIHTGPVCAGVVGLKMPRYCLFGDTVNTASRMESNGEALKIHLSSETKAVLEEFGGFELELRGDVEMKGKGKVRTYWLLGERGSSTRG
DAX1 inh-2 – DAX1 (NR0B1) inhibitors, primary screen, cell-based, HEK293, Gal4-DAX1, luciferase luminescence. Nuclear receptor subfamily 0 group B member 1 (Homo sapiens), P51843. HEK293 Gal4-DAX1 luciferase reporter. inhibition, % at 6.75 µM. 0.99% of 340,000 active. AID 504766, 2011;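 active = inhibition above the mean over all tested compounds plus 3 SD, cut at about 4.2% in these data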;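 also: 0% = DAX1-transfected cells with DMSO and 100% = empty-vector control cells with DMSO; inhibition shows as a rise in luminescence from relieved DAX1 repression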
Active calls of the source: *; i = inactive; · = not tested or not shown.

SMILES | DAX1 inh-1 | FXN GAA850 act | ADAM17 inh | ADAM10 inh | ssDAF-12 act | hcDAF-12 act | hgDAF12 agonist | SMARCA2 activ | PG9 binder | NPR1 activator | DAX1 inh-2
CCC(C(=O)NC(C)(C)C)N(Cc1ccc(OC)cc1)C(=O)c1snc(C(N)=O)c1N (stereo not given) | -1.1 | -2.9 | -39 | -135 | -1.0 | -1.8 | -2.0 | -2 | 0.6 | -5 | 1.5
CCOC(=O)c1ccc(NC(=O)CSc2nnc(-c3cccc(C)c3)n2C)cc1 | -2.3 | · | 0 | -9 | -1.8 | -5.4 | 0.1 | 0 | · | 0 | ·
NC(=O)c1ncn([C@@H]2O[C@H](CO)[C@@H](O)[C@H]2O)n1 | 1.7 | -5.6 | -2 | 2 | -1.8 | 1.7 | 0.5 | 0 | -1.3 | 5 | 1.0
Cc1cc(NC(=O)COC(=O)CCC(=O)c2ccc(F)cc2)no1 | 0.1 | -0.4 | 0 | 6 | -0.6 | -0.7 | 0.0 | 1 | 1.5 | 5 | 0.8
C/C(CC1CC2=C(CC1(C)C)C(C)(C)CCC2)=N\NC(N)=S (stereo not given) | -0.2 | -3.3 | -5 | -3 | -1.1 | -0.7 | -3.7 | -5 | 1.8 | -5 | 0.1
COc1cccc(/C=N\NS(=O)(=O)c2ccccc2)c1OC | 0.0 | 0.9 | -1 | -9 | -0.9 | 0.8 | -1.2 | -3 | -4.1 | 1 | 1.0
Cc1ccc(S(=O)(=O)N2CCOCC2)cc1NC(=O)COC(=O)c1ccco1 | 1.0 | -0.6 | 1 | 1 | -1.1 | 0.5 | -1.3 | -1 | 0.9 | -3 | 1.1
O=C(NCc1ccccn1)[C@@H]1CCCN1C(=O)[C@@H]1CCCN1C(=O)c1cccs1 | 0.4 | · | 2 | 10 | -1.0 | -0.8 | 0.2 | -3 | 0.3 | 1 | ·
O=S(=O)(c1ccc(Br)s1)N1CCN(c2ccccc2)CC1 | -0.5 | 3.6 | 2 | 7 | -1.4 | -0.7 | -0.6 | -2 | -2.7 | -4 | -1.1
CCCCN(Cc1ccccc1)C(=O)C1CCC(=O)N(CCc2ccccn2)C1 (stereo not given) | 0.5 | -2.3 | -1 | 3 | -0.5 | 1.0 | -1.4 | 3 | -0.6 | 1 | 0.3
CCOC(=O)c1cccc(NC(=O)Nc2cc(OC)ccc2OC)c1 | -2.0 | -0.9 | 2 | 7 | -0.9 | -2.9 | -2.6 | -4 | 0.3 | 2 | -1.6
CC1(C)C(=O)C=CC(=O)C(C)(C)C(=O)C=CC(=O)C(C)(C)C2=CC=C(O2)C(C)(C)C(=O)C=CC1=O | -0.7 | -2.2 | -3 | -5 | -0.8 | 0.3 | -3.5 | -4 | -0.1 | -13 | 0.4
CCCc1cc(C(=O)Nc2nccs2)cs1 | 3.1 | 3.2 | 0 | 2 | -0.5 | 4.3 | 12* | 6 | -3.6 | -2 | 0.4
Cc1ccc(S(=O)(=O)C2(S(=O)(=O)c3ccc(C)cc3)CCCC2)cc1 | -2.2 | -3.3 | -2 | -6 | -1.2 | -3.7 | 2.6 | -4 | 2.0 | 0 | -1.2
CCOC(=O)CSc1nc2sc3c(c2c(=O)[nH]1)CCCC3 | 0.2 | 2.5 | -11 | -16 | -1.4 | 0.1 | -0.2 | -3 | -1.4 | -2 | -0.7
CCC(C)NC(=O)Cn1cc(S(=O)(=O)N2CCN(c3ccccc3F)CC2)c2ccccc2c1=O (stereo not given) | 0.1 | 0.5 | -5 | 4 | -0.7 | -0.1 | 3.4 | -1 | -4.1 | 0 | -0.1
C[n+]1ccccc1/C=C/c1ccccc1Cl | -0.1 | 1.4 | -3 | -4 | -1.1 | 0.3 | -2.6 | -1 | -0.7 | 1 | 0.4
C[C@H](CO)N1C[C@H](C)[C@@H](CN(C)C(=O)Nc2ccc(C(F)(F)F)cc2)Oc2c(NC(=O)Cc3ccccc3)cccc2C1=O | 0.0 | -1.7 | 1 | -19 | -1.4 | -1.6 | -0.2 | 0 | -0.1 | 0 | -0.6
CC(C)OCCCNC(=O)CNC(=O)c1ccc(Cl)c(Cl)c1 | 0.2 | 2.9 | 1 | 5 | -2.2 | -1.1 | 0.2 | 2 | -1.1 | -5 | 2.2
COc1ccc2nc(NCCCNC(=O)c3cc(OC)c(OC)c(OC)c3)c(C#N)cc2c1 | -0.5 | 0.5 | -217 | i | -1.7 | -1.7 | -0.8 | -3 | -0.1 | 4 | 0.0
Brc1ccc(N=C(c2ccccc2)c2ccncc2)cc1 | 0.8 | 1.1 | 4 | 5 | -0.6 | -0.4 | 1.3 | 0 | -0.8 | 0 | -0.6
CCCCCn1c(N2CCN(c3cccc(Cl)c3)CC2)nc2c1c(=O)[nH]c(=O)n2C | -0.2 | -1.1 | -3 | 8 | -1.7 | -1.0 | 1.0 | -4 | -0.2 | -4 | -0.6
COc1ccccc1N1CCN(C(=O)COc2cc(C)ccc2C)CC1 | -0.2 | -0.7 | -1 | 0 | -1.1 | -1.5 | -1.4 | -1 | -2.5 | -5 | -1.0
CC(C)(C)c1ccc(OCc2ccc(C(=O)NN)o2)cc1 | 1.2 | 4.6 | 0 | 1 | 0.0 | 2.3 | 7.8 | 5 | -2.2 | -3 | 2.3
CCCC(=O)Nc1cc(C(=O)O)ccc1Sc1ccccc1 | 0.2 | 0.8 | -4 | -5 | -1.3 | -1.3 | 2.0 | -2 | 0.2 | 3 | 0.8
CN(CC(=O)Nc1ccccc1C(F)(F)F)C(=O)CSCc1ccc(Cl)c(Cl)c1 | -0.9 | 1.0 | 3 | -3 | -1.7 | -0.5 | -3.9 | -1 | 1.6 | -6 | -1.2
Cc1sc2ncnc(SCC(=O)NC(=O)NCc3ccco3)c2c1C | -0.9 | 0.8 | -6 | -1 | -0.8 | -1.0 | 1.0 | -2 | 0.3 | -1 | 0.2
CCOc1cc(/C=C2/NC(=O)N(CC(=O)Nc3cccc(C)c3)C2=O)ccc1OC | 0.4 | -0.5 | -3 | 3 | 0.0 | 3.2 | 0.4 | 1 | -0.9 | -3 | 1.1
COc1ccc(-n2ccnc2SCC(=O)NO)cc1 | -0.1 | 1.2 | 2 | 4 | -0.3 | -1.1 | 1.4 | -4 | 1.8 | 5 | 2.7
CCOC(=O)N1CCC(N(CCN(C)C)C(=S)Nc2cccc(Cl)c2)CC1 | -0.1 | -2.4 | -7 | -2 | -1.2 | -0.4 | -5.0 | -2 | 2.8 | 0 | -1.5
CCOc1ccc(/C=C2\C(=O)c3ccccc3OC2c2ccccc2)cc1 (stereo not given) | 0.1 | 1.2 | -1 | -10 | -1.3 | -1.8 | 0.5 | -1 | 1.3 | -4 | 1.4
C=CCOc1c(Cl)cc(CNCCC)cc1Cl | -0.4 | 3.4 | -3 | 0 | -0.9 | 1.1 | 2.0 | -1 | 1.6 | -2 | 0.9
O=C(NC12CC3CC(CC(C3)C1)C2)c1cccc([N+](=O)[O-])c1 | -0.8 | 3.5 | 1 | 2 | -1.1 | -1.6 | 2.9 | -1 | 0.4 | -2 | 0.1
O=C(Nc1ccc(N2CCCCC2)c(Cl)c1)c1ccc2c(c1)OCCO2 | -1.1 | 1.6 | 6 | 17 | -1.7 | 0.5 | 0.4 | -3 | -0.2 | -3 | -1.9
CSc1ncccc1C(=O)NNC(=O)c1ccc(NS(=O)(=O)c2cccs2)cc1 | -1.0 | 2.3 | -3 | -3 | -0.7 | -0.6 | -0.5 | -1 | -2.0 | 3 | 1.4
C=C(C)Cn1c(-c2ccncc2)n[nH]c1=S | -0.2 | 2.1 | -4 | -4 | -1.4 | 0.6 | 0.8 | -1 | 2.4 | 1 | 2.5
COc1ccc(C(=O)O/N=C(\N)c2ccccc2Cl)cc1OC | 0.5 | -0.1 | -3 | -1 | -0.3 | 2.6 | 8.0 | 3 | 2.9 | 1 | -0.9
CC(C)c1ccc(NC(=O)CSc2nc3ccsc3c(=O)n2CCC(=O)O)cc1 | -1.4 | -1.2 | 1 | -4 | -1.1 | 1.4 | 1.4 | -2 | -1.3 | 2 | 0.4
O=C(NCc1ccccc1)c1cc[n+](Cc2ccccc2)cc1 | 0.3 | -3.1 | -2 | 5 | -1.0 | -0.1 | 0.1 | -4 | 1.2 | 6 | -0.2
CC1CC(C)(C)NC(=S)N1CC(=O)N1CCN(Cc2ccc3c(c2)OCO3)CC1 (stereo not given) | -0.4 | 1.8 | -4 | -4 | -0.9 | -1.8 | -2.3 | -5 | 0.7 | 0 | -0.1
COc1ccc(-c2c(C)nn3c(N4CCOCC4)cc(C)nc23)cc1OC | -0.1 | -0.2 | 3 | -3 | -1.6 | -1.2 | -2.2 | -2 | -2.1 | -4 | -0.8
O=c1[nH]cnc2c1nnn2Cc1ccccc1 | -0.1 | -0.1 | -4 | 2 | -1.2 | 2.5 | -1.9 | -2 | -0.7 | 0 | 4.1
Nc1c(C(=O)O)cnn1-c1ccc([N+](=O)[O-])cc1 | -0.2 | 1.1 | -5 | 1 | -1.0 | 1.4 | 3.3 | 1 | -0.9 | 1 | -0.7
COC(=O)C1=NN(c2ccc(C)cc2)C2(S1)SC(C(C)=O)=C(C)N2c1ccccc1 (stereo not given) | 0.3 | 0.8 | -1 | 1 | -0.9 | 0.5 | -1.6 | -1 | 0.3 | -34 | -0.6
CC1Cc2ccccc2N1C(=O)CSc1ccccn1 (stereo not given) | 0.0 | 0.0 | -2 | -15 | -1.0 | 4.2 | 7.2 | -2 | -0.3 | 1 | 2.0
O=C(O)CC(=O)Nc1ccccc1 | -1.0 | -1.4 | -2 | 0 | -0.1 | -0.1 | -0.8 | 1 | -0.9 | 1 | 0.9
COc1cc(C(=O)NC(CCSC)C(=O)Nc2ccc(N3CCOCC3)cc2)cc(OC)c1OC (stereo not given) | -0.5 | 0.5 | -5 | -8 | -0.1 | 0.7 | 3.0 | -7 | -2.2 | -7 | 3.1

Rows are unselected; any-hit rate near 6.8%.
